# Screens deposited in PubChem by several laboratories.
# ABHD5 PLIN5 PPI = ABHD5-PLIN5 interaction inhibitors, primary screen, cell lysate, split luciferase complementation, luminescence; Split G. princeps luciferase complementation, 4 h; inhibition, % at 4 µM; Perilipin-5 (Homo sapiens) + 1-acylglycerol-3-phosphate O-acyltransferase ABHD5 (Homo …; 360,000 tested, 0.78% active; AID 602281, 2012;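 active = inhibition above the mean inhibition across every tested compound plus 3 SD, cut at about 22% in these data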;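 note: 0% = DMSO only wells and the 100% control is not disclosed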
# NOD2 RIPK2 PPI = NOD2-RIPK2 binding disruptors in cells, primary screen, fluorescence, CHO cells, BLA complementation | AID 624267, 2012 | 360,000 tested, 0.38% active | CCF4 ratio | Receptor-interacting serine/threonine-protein kinase 2 (Homo sapiens), O43353 | inhibition, % at 4.98 µM; in the data active = inhibition above about 21%;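 note: 0% = vehicle only and 100% = reference blocker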
# Target sequence (O43353 whole entry, looked up): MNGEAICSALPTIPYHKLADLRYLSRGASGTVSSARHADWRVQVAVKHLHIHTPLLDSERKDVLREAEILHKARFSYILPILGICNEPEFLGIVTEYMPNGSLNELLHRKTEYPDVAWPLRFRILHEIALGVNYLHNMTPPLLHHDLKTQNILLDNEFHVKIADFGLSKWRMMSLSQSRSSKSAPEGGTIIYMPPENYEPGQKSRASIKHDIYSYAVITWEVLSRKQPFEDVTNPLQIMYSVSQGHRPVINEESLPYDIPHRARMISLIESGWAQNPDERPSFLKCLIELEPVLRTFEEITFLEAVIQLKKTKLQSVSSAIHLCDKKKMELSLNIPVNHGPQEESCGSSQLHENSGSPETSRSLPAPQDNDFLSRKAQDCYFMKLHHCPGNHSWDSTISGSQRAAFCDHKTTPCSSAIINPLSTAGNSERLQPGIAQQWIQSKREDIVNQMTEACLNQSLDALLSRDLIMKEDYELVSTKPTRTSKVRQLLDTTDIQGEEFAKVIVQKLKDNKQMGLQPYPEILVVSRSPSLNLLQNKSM
# MC4R ag barr = MC4R agonists recruiting beta-arrestin, primary screen, cell-based, luminescence, agonist arm of biased-ligand search | Melanocortin receptor 4 (Homo sapiens), P32245 | U2OS MC4R beta-arrestin complementation; percent of melanotan II response, DMSO zero | activation, % at 8.9 µM | 360,000 tested, 0.98% active;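 active = activation above a per-plate cutoff, the mean activation of sample wells on that plate plus 3 SD, cut at about 8% in these data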
# Target sequence (P32245 whole entry, looked up): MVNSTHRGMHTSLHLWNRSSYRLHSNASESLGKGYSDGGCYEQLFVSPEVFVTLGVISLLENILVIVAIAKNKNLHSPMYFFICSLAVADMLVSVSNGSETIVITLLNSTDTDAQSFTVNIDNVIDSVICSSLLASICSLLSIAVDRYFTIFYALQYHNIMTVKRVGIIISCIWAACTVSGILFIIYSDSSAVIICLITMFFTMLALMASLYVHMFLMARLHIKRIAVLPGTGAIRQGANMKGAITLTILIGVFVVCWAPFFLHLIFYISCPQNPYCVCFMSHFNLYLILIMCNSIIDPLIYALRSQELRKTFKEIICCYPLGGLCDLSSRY
# Glyco luc inh = increase of ERlucT glycosylation luciferase signal, primary screen, N-linked glycosylation inhibitor project, D54 ERlucT cells, luminescence, set 2; D54 ERlucT glycosylation luciferase reporter, 24 h; percent of 100 nM tunicamycin response; reporter increase, % at 12.5 µM; 360,000 tested, 0.23% active; AID 588692, 2011;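 active = mean luciferase reporter signal, scaled so untreated is 0 and the glycosylation-blocking control 100, at or above a set limit in every replicate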;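 note: luciferase carries N-glycosylation sites so blocking glycosylation raises the light; 0% = median of neutral control wells and 100% = median of 100 nM tunicamycin wells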
# SRC2 inh = inhibition of GAL4-SRC2 driven luciferase reporter, primary screen, SRC2 inhibitor project, cell-based, luminescence. 370,000 tested, 0.17% active. HEK293 GAL4-SRC2 luciferase reporter. AID 651957, 2012. inhibition, % at 9 µM. Nuclear receptor coactivator 2 (Homo sapiens), Q15596;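 active = inhibition above the mean inhibition of all tested compounds plus 3 SD, set per campaign, cut at about 52% in these data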;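 note: 0% = DMSO treated cells and 100% = cells given Gossypol at 36 µM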
# Cardio protect = cardioprotection against H2O2-induced cell death, primary screen, uHTS, H9c2 cells, ATPLite luminescence; H9c2 cardiomyocytes, H2O2 injury protection, 2 h; protection from H2O2 cell death, % at 20 µM; 360,000 tested, 0.63% active;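 active = compounds giving at least 50% protection of heart cells from peroxide-induced death in the single-dose screen, raw or plate-pattern-corrected value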;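 note: 0% = DMSO wells with peroxide and 100% = DMSO wells without peroxide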
# TLR9-MyD88 block = inhibitors of TLR9-MyD88 association in cells, primary screen, cell-based, CHO, BLA complementation, fluorescence; Toll-like receptor 9 (Homo sapiens) + Myeloid differentiation primary response protein …; 340,000 tested, 0.21% active; CCF4 FRET ratio; inhibition, % at 4.98 µM;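 active = inhibition above the mean over all tested compounds plus 3 SD, cut at about 21% in these data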;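 note: 0% = DMSO only wells and 100% = clavulanate BLA inhibitor control wells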
# MC4R antagonist = MC4R antagonists of cAMP signaling, primary screen, cell-based, TR-FRET, antagonist arm of biased-ligand search; Melanocortin receptor 4 (Homo sapiens), P32245; MC4R-expressing cells, MTII-stimulated cAMP, LANCE TR-FRET; inhibition, % at 6.5 µM; 360,000 tested, 0.48% active;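 active = inhibition above its plate's cutoff, the mean of tested wells on that plate plus 3 SD, cut at about 29% in these data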;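 note: 0% = Melanotan II alone and 100% = Melanotan II plus saturating MCL0020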
#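 material = U2OS cells stably expressing human melanocortin 4 receptor (MC4R) | also added = Melanotan II challenge | dosing = single nominal compound dose of 6.5 µM | detection = TR-FRET with Eu-cAMP and labeled anti-cAMP, 671 nm | replication = singlicate | timing = compound 30 min, challenge 1 h, detection 1 h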
# HTR2A ag = mouse Htr2a agonists via beta-arrestin recruitment, primary screen, cell-based, luminescence; 5-hydroxytryptamine receptor 2A (Mus musculus), P35363; CHO-K1 mHTR2A beta-arrestin complementation; percent of 30 µM serotonin response; activation, % at 7.6 µM; 360,000 tested, 0.66% active; AID 624169, 2012;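 active = activation above a run cutoff, the mean activation of all tested compounds plus 3 SD, cut at about 14% in these data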;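 note: 0% = plate median of compound wells and 100% = 30 µM serotonin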
# ABCB6 inh MLPCN = ABCB6 transporter inhibitors, primary screen, K562-ABCB6 cells, flow cytometry, MLPCN library; 360,000 tested, 0.19% active; fluorescence ratio to DMSO, % at 10 µM; AID 602162, 2011; K562-ABCB6 porphyrin accumulation, 1 h; active compounds read low;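 active = fluorescence ratio to DMSO below 75%, the collection mean minus 3 SD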;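 note: signal is porphyrin accumulated inside mitochondria; 100% equals median channel fluorescence of DMSO control wells; lower ratio means ABCB6 inhibition with less porphyrin fluorescence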
# * hit, by the source's call; x = not tested or not shown; & = joins results of further samples.
SMILES,ABHD5 PLIN5 PPI,NOD2 RIPK2 PPI,MC4R ag barr,Glyco luc inh,SRC2 inh,Cardio protect,TLR9-MyD88 block,MC4R antagonist,HTR2A ag,ABCB6 inh MLPCN
Cc1c(N=Cc2c(O)n(C)c(=O)c3ccccc23)c(=O)n(-c2ccccc2)n1C,2,-8,-0.7,1,x,32,-2,8,0,87
CCC(c1nnnn1-c1ccc2c(c1)OCCO2)N1CCN(c2ncccc2C(F)(F)F)CC1 (stereo not given),1&-5,2&-6,x,x,-19&-1,x,x,x,-4&-3,94&97
O=C1c2[nH]nc(-c3ccccc3O)c2C(c2cccc(O)c2)N1Cc1ccco1 (stereo not given),-1,4,-0.6,3,-14,7,-13,-5,4,102
CCN(CC(=O)NCc1cccs1)C(=O)c1ccc(S(=O)(=O)Nc2ccccc2C)cc1,-6,2,-2.1,-1,11,8,0,9,0,100
N#Cc1cc2c(=O)n3ccccc3nc2n(Cc2cccnc2)c1=O,0,-11,0.3,3,13,1,-12,9,7,97
N#CCC(=O)Nc1ccc(C(=O)NCc2cccc(Cl)c2)cc1,2,4,-1.9,0,16,5,-1,-2,1,94
O=C(O)Cc1sc(-c2ccccc2)nc1-c1ccccc1,-9,-4,3.0,4,-1,-3,3,7,2,110
Cc1ccc(C(=O)N(CCCN(C)C)c2nc3ccc(Cl)cc3s2)cc1C,28*,4,7.7,-2,3,14,-10,4,-8,93
O=C(COc1ccc(Br)cc1)N1CCNC1=O,2,-5,-0.8,-1,5,0,3,6,1,97
NS(=O)(=O)c1ccc(CCNC(=O)CSc2ccccc2)cc1,-2,-3,-1.8,-2,-23,-5,9,1,2,92
Cc1onc(-c2ccccc2)c1C(=O)N1CCN(S(=O)(=O)c2ccccc2Br)CC1,6,-3,-1.2,1,-24,-5,3,7,-2,94
CCOC(=O)c1sc(NC(=O)C(C)Sc2nc(N)cc(=O)[nH]2)nc1C (stereo not given),9,1,1.9,2,1,-2,-4,-7,1,92
O=C(NCC(c1ccco1)N1CCCC1)c1ccc(Cl)c(S(=O)(=O)N2CCc3ccccc32)c1 (stereo not given),4,5,0.0,-6,25,-19,4,6,-13,87
CN(C)N=Nc1nc2c(c(=O)n(C)c(=O)n2C)n1C,-7,-5,0.5,2,7,1,x,-2,-8,100
NC(=S)NNC(=O)c1cccc(Cl)c1,-3,17,0.1,1,-30,8,-17,-4,2,108
Cc1cc(SCc2ccc(F)cc2)nc(=O)[nH]1,3,2,-2.5,-1,7,-4,-10,9,0,99
COC(=O)c1c(C(=O)OC)c2n(c1C)Cc1ccccc1C2,-9,6,1.9,0,-17,2,-10,-10,4,100
Cc1ccnc(SCC(=O)c2cc3ccccc3o2)n1,5,-17,4.6,0,3,-1,-9,-5,-5,88
CC(=O)c1cccc(NC(=O)CN(C)S(=O)(=O)c2cccc3nsnc23)c1,16,2,0.5,0,26,-4,8,6,4,99
Cc1cccc(CNC(=O)C2CCC(=O)N(CCCc3ccccc3)C2)c1 (stereo not given),-1,-1,-1.5,0,12,2,-3,4,-6,96
O=C(CN1C(=O)C2CCCCC2C1=O)Nc1cc([N+](=O)[O-])ccc1F (stereo not given),-9,-2,-0.3,1,0,-10,-17,11,1,97
O=C(NCc1cccnc1)C1CCN(c2ccc(S(=O)(=O)N3CCOCC3)cc2Cl)CC1,-10,-9,-0.8,1,-6,-8,-9,4,3,96
CC(C)(C)NC(=O)C(c1ccc(C#N)cc1)n1c(=O)c(-c2cc3ccccc3[nH]2)nc2ccccc21 (stereo not given),-11,54*,x,x,25,x,x,x,1,x
CC1CCC/C(=N/Nc2ccc([N+](=O)[O-])cc2[N+](=O)[O-])C1 (stereo not given),-1,3,0.0,0,-9,-20,-6,0,1,x
COc1ccc(C#Cc2cnc3c(c2)C(=O)N([C@H](C)CO)C[C@@H](C)[C@H](CN(C)C(=O)CN(C)C)O3)cc1,9,0,2.6,-1,5,3,3,6,0,100

# Looked up above.
# NS(=O)(=O)c1ccc(CCNC(=O)CSc2ccccc2)cc1 | ABCB6 inh MLPCN = 92
# CCC(c1nnnn1-c1ccc2c(c1)OCCO2)N1CCN(c2ncccc2C(F)(F)F)CC1 (stereo not given) | ABHD5 PLIN5 PPI = 1&-5
# Cc1ccc(C(=O)N(CCCN(C)C)c2nc3ccc(Cl)cc3s2)cc1C | MC4R ag barr = 7.7
# CN(C)N=Nc1nc2c(c(=O)n(C)c(=O)n2C)n1C | NOD2 RIPK2 PPI = -5
# Cc1cc(SCc2ccc(F)cc2)nc(=O)[nH]1 | Cardio protect = -4

# (list continues)
SMILES,ABHD5 PLIN5 PPI,NOD2 RIPK2 PPI,MC4R ag barr,Glyco luc inh,SRC2 inh,Cardio protect,TLR9-MyD88 block,MC4R antagonist,HTR2A ag,ABCB6 inh MLPCN
CCCOc1ccc(C(=O)Nn2c(C)nc3ccccc3c2=O)cc1,6,-1,-1.8,-1,7,-4,12,-2,1,99
CC(=O)Nc1c(O)nc(SC/C=C/CSc2nc(O)c(NC(C)=O)c(=O)[nH]2)[nH]c1=O,-8,-10,-1.0,3,-42,8,-10,-8,2,118
O=C(Nc1cccs1)Nc1nnc([C@@H]2C[C@H](O)[C@@H](CO)O2)s1,-10,6,-1.3,1,-10,-5,x,8,-2,100
CCOC(=O)c1c(NC(=O)CSc2nnc(CN3CCOCC3)n2C)sc2c1CCCC2,2,1,-1.8,-1,-12,5,-6,8,-3,96
COc1ccc(Nc2nc(N)nc(SCc3nnc(C)s3)n2)cc1,-1,-6,2.0,1,-37,6,6,7,2,93
Cc1ccc(NC(=O)c2cc(S(=O)(=O)N3CCCCC3)c[nH]2)cc1Cl,-5,-2,0.0,1,-3,-4,x,13,-6,95
O=C(C1CCN(S(=O)(=O)c2ccccc2)CC1)N1CCN(Cc2ccc3c(c2)OCO3)CC1,0,1,-4.5,-4,6,2,-3,3,-2,96
O=C(O)c1cc(S(=O)(=O)Nc2cccc(Oc3ccccc3)c2)ccc1Br,-11,-5,0.0,0,-12,-2,1,-3,4,91
O=C(Nc1cc(S(=O)(=O)N2CCOCC2)ccc1N1CCOCC1)c1cn2ccccc2n1,2,-10,2.0,0,-11,22,0,4,6,96
Cc1ccc(Cl)cc1NS(=O)(=O)c1ccc2oc(=O)ccc2c1,2,-8,2.2,-3,-7,-4,12,14,0,97
COC(=O)c1scc(S(C)(=O)=O)c1-n1cccc1,-7,-9,0.8,1,29,-3,x,7,0,95
Cc1ccc(C)c(SCc2noc(C(=O)NC(C)C)c2C(=O)O)c1,4,-6,-0.4,1,1,1,-3,8,-2,104
CCC1(C)N=c2c(c(=O)n(C)c(=O)n2C)=NO1 (stereo not given),-1,-9,-1.0,2,-13,7,2,5,0,101
CSc1ccc(/C=C/c2cc(=O)c3ccccc3[nH]2)cc1,0,6,-2.1,-1,-11,-8,0,11,13,94
Cc1nc2ccc(NC(=O)Cc3ccc4c(c3)OCCO4)cc2s1,4,-15,1.3,2,2,-2,-5,-7,4,86
COc1ccc(CNC(=O)CN(C(=O)CCC(=O)Nc2ccccn2)c2cccc(C)c2C)cc1,1,-3,-0.6,-1,-9,9,-5,5,7,94
Cc1cc(C(=O)N/N=C/c2ccccn2)c2ccccc2n1,-1,7,-0.6,2,7,-2,-3,11,-1,107
O=C(Nc1nnc(C2CCCC2)s1)C1CCC1,0,-7,0.1,0,-11,-3,4,1,1,96
O=C(CSCc1ccc(Cl)cc1)Nc1ccc(S(=O)(=O)N2CCOCC2)cc1,2,3,-0.8,-4,-14,-5,-4,15,-4,103
Cc1cccc2cc(CN(CCCN3CCOCC3)Cc3nnnn3C(C)(C)C)c(=O)[nH]c12,5,-4,-0.7,0,-6,6,3,3,-4,103
COc1ccc(-n2c(SCC(=O)Nc3nccs3)nnc2-c2ccc(Cl)cc2)cc1,-2,-13,3.0,3,23,-14,-6,18,-1,95
O=C(c1ccccc1Cl)N1CCC(O)(c2cccnc2)CC1,4,1,-0.8,-2,-24,6,2,-1,7,97
O=C(/C=C/c1ccccc1)Nc1cc(NC(=O)/C=C/c2ccccc2)cc(C(=O)O)c1,-9,-6,1.0,0,9,6,-9,-4,-4,101
Cc1cc(CN(C)C(=O)CC2C(=O)NCCN2Cc2c(F)cccc2Cl)on1 (stereo not given),x,x,x,2,-15,5,2,x,x,90
CC(=O)Nc1ccc(C(=O)Nc2cc(C(F)(F)F)ccc2-n2cnc3ccccc32)cc1,16,-14,0.6,2,-33,36,0,-9,2,101
COc1ccccc1CCC(=O)NNC(=O)c1ccccc1,2,3,-2.5,1,0,-4,-2,13,7,91
Cc1cccc(C(=O)OC(C)C(=O)NC2CCCc3ccccc32)c1O (stereo not given),14,-22,0.3,1,2,-4,-6,-3,9,91

# Another view of part of the listing above:
Structure | ABHD5 PLIN5 PPI | NOD2 RIPK2 PPI | MC4R ag barr | Glyco luc inh | SRC2 inh | Cardio protect | TLR9-MyD88 block | MC4R antagonist | HTR2A ag | ABCB6 inh MLPCN
COc1ccc(CNC(=O)CN(C(=O)CCC(=O)Nc2ccccn2)c2cccc(C)c2C)cc1 | 1 | -3 | -0.6 | -1 | -9 | 9 | -5 | 5 | 7 | 94
O=C(Nc1cccs1)Nc1nnc([C@@H]2C[C@H](O)[C@@H](CO)O2)s1 | -10 | 6 | -1.3 | 1 | -10 | -5 | x | 8 | -2 | 100
Cc1ccc(Cl)cc1NS(=O)(=O)c1ccc2oc(=O)ccc2c1 | 2 | -8 | 2.2 | -3 | -7 | -4 | 12 | 14 | 0 | 97
COc1ccccc1CCC(=O)NNC(=O)c1ccccc1 | 2 | 3 | -2.5 | 1 | 0 | -4 | -2 | 13 | 7 | 91
CSc1ccc(/C=C/c2cc(=O)c3ccccc3[nH]2)cc1 | 0 | 6 | -2.1 | -1 | -11 | -8 | 0 | 11 | 13 | 94

# Some of the compounds tested (hit frequency here may not be typical).
